Compound activity (PubChem BioAssay)
TcdB inh = inhibitors of Clostridioides difficile toxin B glycohydrolase | P18177 | TcdB glycohydrolase enzymatic assay, plate reader | inhibition, % at 9.99 µM | 350,000 compounds, 0.24% hits | AID 652162; in the data active = inhibition above about 10%
3CLpro inhibitor = SARS-CoV 3CLpro protease inhibition; P0C6X7; recombinant SARS-CoV 3CLpro, quenched FRET peptide cleavage; inhibition, % at 6 µM; 290,000 compounds, 0.14% hits; AID 1706; in the data active = inhibition above about 12%
Anthrax LF prot = blocks Bacillus anthracis lethal factor protease. inhibition, % at 10 µM. P15917. multiplex microsphere protease cleavage assay, LF. 360,000 compounds, 0.12% hits; also: plate controls were buffer without enzyme for full effect and enzyme alone for no effect
Target sequence (P15917 whole entry, looked up): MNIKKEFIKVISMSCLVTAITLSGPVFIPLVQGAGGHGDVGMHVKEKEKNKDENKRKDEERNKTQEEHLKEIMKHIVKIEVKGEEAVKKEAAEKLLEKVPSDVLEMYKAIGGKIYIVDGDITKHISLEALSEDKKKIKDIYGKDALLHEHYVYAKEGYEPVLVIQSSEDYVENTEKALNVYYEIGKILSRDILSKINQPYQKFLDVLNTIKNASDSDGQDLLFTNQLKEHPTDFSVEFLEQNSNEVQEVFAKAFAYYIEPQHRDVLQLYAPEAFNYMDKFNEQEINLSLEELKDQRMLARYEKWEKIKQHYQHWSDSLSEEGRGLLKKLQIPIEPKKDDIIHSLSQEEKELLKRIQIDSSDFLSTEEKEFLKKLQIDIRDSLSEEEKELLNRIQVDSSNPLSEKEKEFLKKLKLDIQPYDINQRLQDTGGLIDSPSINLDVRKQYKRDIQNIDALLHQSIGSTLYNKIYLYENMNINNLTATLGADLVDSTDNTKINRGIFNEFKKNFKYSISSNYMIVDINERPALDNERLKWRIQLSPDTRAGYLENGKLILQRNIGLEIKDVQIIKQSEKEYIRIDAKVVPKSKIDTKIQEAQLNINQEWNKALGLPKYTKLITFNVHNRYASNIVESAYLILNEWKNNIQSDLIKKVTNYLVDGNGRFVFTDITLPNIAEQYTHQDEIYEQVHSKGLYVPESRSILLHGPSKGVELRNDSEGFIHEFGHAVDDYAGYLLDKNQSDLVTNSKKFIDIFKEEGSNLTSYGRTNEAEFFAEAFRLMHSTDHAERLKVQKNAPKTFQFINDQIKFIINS
BoNT-A LC inh2 = blocks Botulinum neurotoxin A light chain protease | multiplex microsphere protease substrate cleavage, flow cytometry | inhibition, % at 10 µM | 360,000 compounds, 0.17% hits | AID 588499; also: plate controls were buffer without enzyme for full effect and enzyme alone for no effect
Yp Topo-I inh = blocks Yersinia pestis topoisomerase I activity; Y. pestis Topo-I cleavage product accumulation, plate reader; activity, % at 10 µM; 360,000 compounds, 0.064% hits; AID 504884; in the data active = activity above about 50%, passing the limit was not always enough; inconclusive = no clear call, values can overlap the other calls; also: inactives centre near 2
PrPC TRFRET = reduces human prion protein on the cell surface. 370,000 compounds, 0.43% hits. cell surface PrPC, TR-FRET read-out. inhibition, % at 13.8 µM; in the data active = inhibition above about 24%; also: 0% = median of the test wells and 100% = reference compound wells
PfHsp40 rescue = compounds rescuing yeast from Plasmodium falciparum HSP40 toxicity | S. cerevisiae expressing PfHsp40, growth rescue, ATP luminescence | growth rescue, % at 12.5 µM | 340,000 compounds, 0.68% hits | AID 504582; in the data active = growth rescue above about 28%, passing the limit was not always enough; inconclusive = no clear call, values can overlap the other calls;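 also: yeast W303a lacking pdr1 and pdr3 grown in galactose medium; growth measured after three days at 30 °C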
Vc quorum ag = quorum light induction in luxS cqsA deficient V. cholerae; AID 588436; V. cholerae BH1578 lux reporter, luminescence, 6 h; activation, % at 18.7 µM; 350,000 compounds, 0.16% hits; in the data active = activation mostly above about 9.7%, no sharp cut-off; inconclusive = no clear call, values can overlap the other calls; inactive = mostly below about 3.7%; also: not every result past the cut was called active; inactives centre near 0; reference of the scale not given here
PriA SSB inh = inhibitors of Klebsiella pneumoniae PriA binding to SSB C-terminal tail; AlphaScreen SSBct-PriA binding, biotinylated peptide; inhibition, % at 33 µM; 430,000 compounds, 0.6% hits; in the data active = inhibition mostly above about 37%, no sharp cut-off; inactive = mostly below about 20%;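 also: plate controls were negative control peptide for no effect and reference peptide for full effect; strong numbers were not always called active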
Active calls of the source: *; i = inactive; u = inconclusive; x = not tested or not shown; & = joins results of further samples. Rule as the data show it, unless noted: active = inhibition above about 30%; inconclusive = no clear call, values can overlap the other calls; inactive = below that. Some of the compounds tested. The share of hits here may be higher or lower than overall.

Every second line gives: Vc quorum ag	TcdB inh	PrPC TRFRET	Yp Topo-I inh	PriA SSB inh	Anthrax LF prot	PfHsp40 rescue	3CLpro inhibitor	BoNT-A LC inh2
CC(C)c1ccc(NC(=O)c2cc3c(=O)n(C)c4ccccc4c3n2C)cc1
→ -0.4	1.5	3	2	-3	1	0.6	4	0.1
CS(=O)(=O)c1ccc(C(=O)OCC(=O)NC2CCS(=O)(=O)C2)cc1[N+](=O)[O-] (stereo not drawn)
→ i	1.7	-9	-4	-1	1	-0.2	-5	0.3
CCOc1ccc(-c2cc(NC(=O)Cn3ncc4c3-c3ccccc3OC4)on2)cc1OCC
→ -0.6	-5.6	4	-4	-30	-2	1.1	1	-0.2
Cc1cc(C)c(-c2cc(C(F)(F)F)no2)c(=O)[nH]1
→ -0.2	0.3	0	8	-12	0	-1.0	-2	u
NC(=O)c1nc(N2CCOCC2)nc(N2CCOCC2)n1
→ -0.2	-0.8	3	1	-9	-4	0.7	0	-0.7
Cc1ccc(S(=O)(=O)NCCCNS(=O)(=O)c2ccccc2)cc1
→ -0.2	1.7	-8	4	-3	23	-0.2	-4	-0.9
CCOC(=O)N1CCC(NC(=O)c2cc(S(=O)(=O)N3CCCC3)cn2C)CC1
→ 0.7	x	4	1	-13	7	0.2	3	0.3
O=C(Cc1cccs1)N(CC1CCCO1)C1(C(=O)NC2CCCC2)CCCCC1 (stereo not drawn)
→ 0.5	x	-5	19	-2	-4	0.1	5	-0.4
CC(C)NCC(O)COc1ccc(CCOCC2CC2)cc1 (stereo not drawn)
→ 8.3	0.4	5	0	-1	-3	-0.5	-1&-2	-0.3
CCOC(=O)CSc1nc(CC)nc2ccccc12
→ i	0.2	106*	10	-4	-3	-0.4	-1	0.6
COCc1cc(=O)[nH]c(Nc2nc(C)c3ccccc3n2)n1
→ -0.7	x	0	8	-7	-6	1.1	-4	-0.5
CN1C(=O)CON=C1c1cccc2ccccc12
→ -0.4	1.4	-4	-2	x	-2	x	x	-0.8
CCn1c(=S)sc2c(=O)n(-c3ccccc3)c(SC)nc21
→ -0.2	x	3	22	10	-4	-0.7	-2	-0.7
CCN(CC(=O)Nc1ccc(OC)cc1)C(=O)C1CCN(C(=O)c2ccc(Cl)cc2)CC1
→ i	-0.2	0	9	-6	2	-1.3	x	0.6
Cc1ccccc1NC(=O)C1Cc2ccccc2C(=O)O1 (stereo not drawn)
→ -0.3	x	2	5	-16	-5	0.3	3	2.0
COc1ccc2oc(C(=O)OCC(=O)/C(C#N)=C(\C)N)c(C)c2c1
→ 0.5	0.0	0	3	-8	-6	-0.8	4	-0.6
CC1=C(C)C(=O)N(c2ccccn2)C1=O
→ 0.0	x	1	-9	-10	-2	-0.7	-4	0.6
CC1CCCCC1NC(=O)COC(=O)c1cccn1C (stereo not drawn)
→ i	0.8	3	7	-2	7	2.8	x	0.4
OCCN1CCN(CC(O)COCc2ccc3c(c2)OCO3)CC1 (stereo not drawn)
→ -0.3	x	7	-3	-15	-2	0.2	4	-0.1
C/C(=N\NC(=O)CSCc1ccc(Cl)cc1)c1ccc2c(c1)OCCO2
→ i	x	1	9	x	-7	0.2	6	-0.1

Additional records.
Every second line gives: Vc quorum ag	TcdB inh	PrPC TRFRET	Yp Topo-I inh	PriA SSB inh	Anthrax LF prot	PfHsp40 rescue	3CLpro inhibitor	BoNT-A LC inh2
C=CCn1c(SCCC)nc2sc3c(c2c1=O)CCc1ccccc1-3
→ -1.6	0.5	7	16	-28	-2	-1.1	5	-0.3
CCOc1ccc(N/C=C/C(=O)c2ccc(OC)c(OC)c2)cc1
→ i	-4.9	6	0	-11	6	1.0	-3	-6.9
CCN(CC)c1ccc(C=Nc2ccc(N(C)C)cc2)c(O)c1
→ i	x	-23	-9	44	0	-0.4	-1	6.8
CN(CC(=O)Nc1ccccc1Br)C(=O)CNC(=O)c1ccc(Oc2ccccc2)cc1
→ -0.1	-0.8	8	37	4	-2	u	-6	-0.4
Cc1ccc(S(=O)(=O)Nc2ccc(N=Nc3ccc(O)cc3)cc2)cc1
→ -1.3	0.9	-11	0	33	-2	-2.5	5	-1.4
COC(=O)c1ccccc1-c1ccc(C(c2c(C)[nH][nH]c2=O)c2c(C)[nH][nH]c2=O)o1
→ -0.8	-6.1	-5	-6	11	-2	0.3	1	0.2
NC(=S)c1ccc(C(N)=S)o1
→ i	x	-23	10	-1	6	-1.9	0	1.1
COCCN(C(=O)c1csnn1)C(C(=O)NC1CCCCC1)c1cccs1 (stereo not drawn)
→ i	x	5	-4	-9	-4	-0.9	7	-1.5
COc1ccc(CCNC(=O)c2cc3c(=O)n4cccc(C)c4nc3n(CCCN3CCOCC3)c2=N)cc1
→ 6.7	2.1	-20	16	4	-2	-0.6	-8	2.9
O=C(Nc1cccc(Cl)c1)C1CC1c1ccccc1 (stereo not drawn)
→ -0.7	3.2	-1	-7	-13	6	0.1	x	3.3
N#CCCN(C(=O)COC(=O)c1ccc2c(=O)n3c(nc2c1)CCC3)c1ccccc1
→ -0.4	-0.3	4	-4	-12	-15	-2.2	-3	-8.5
CC(C)(C)NC(=O)c1ccc2c(c1)C(=O)N(C1CCCCC1)C2=O
→ -1.3	-0.2	-5	22	-3	-6	0.7	3	-1.5
CC(=O)Nc1ccc(NC(=O)C(C)OC(=O)C2CCC2)cc1 (stereo not drawn)
→ i	-0.6	5	-2	-1	1	-0.6	x	-7.0
O=C(NCc1ccccc1CN1CCOCC1)c1ccc(-n2cccn2)cc1
→ i	-0.3	1	8	-9	3	0.5	x	-0.1
COc1cc(/C=N/N2CCN(Cc3ccc(Cl)cc3)CC2)ccc1OC(C)=O
→ -0.4	0.9	17	6	x	-13	0.3	1	-0.5
CC(=O)N1c2ccc(S(=O)(=O)NCCC(=O)Nc3ccc(F)cc3C)cc2CC1C (stereo not drawn)
→ i	0.3	-2	-11	16	-5	0.1	0	-1.0
CN(c1cccc(NC(=O)c2ccc(N(C)S(=O)(=O)c3ccccc3)cc2)c1)S(C)(=O)=O
→ -0.4	2.3	23	4	3	-5	6.2	6	-0.3
CCOC(=O)C1CCN(C(=O)C2CCN(c3nc4ccc(OC)cc4s3)CC2)CC1
→ -0.3	x	10	6	0	-2	1.4	-2	0.5
COc1ccc(OCCn2cc(C=O)c3ccccc32)cc1
→ -4.1	0.1	4	-2	-3	-6	9.0	3	0.2
O=C(CN1CCN(c2ccccn2)CC1)Nc1cccc(Cl)c1Cl
→ i	1.5	-4	36	-4	-16	-0.3	0	-3.9

Following part.
Every second line gives: Vc quorum ag	TcdB inh	PrPC TRFRET	Yp Topo-I inh	PriA SSB inh	Anthrax LF prot	PfHsp40 rescue	3CLpro inhibitor	BoNT-A LC inh2
COC(=O)c1c(NC(=O)C2SC(=NC3CCCCC3)C(C(N)=O)=C2N)sc2c1CCCC2 (stereo not drawn)
→ -0.2	x	-3	-11	28	-6	2.6	-1	-1.4
CCOC(=O)Cn1nc(C)c2ccccc2c1=O
→ -1.3	x	1	2	-6	-6	0.3	3	-2.1
CCOC(=O)c1sc(=S)n(C)c1NC(=O)c1ccc(F)cc1
→ -0.3	x	2	-3	-3	-2	0.2	-2	0.6
CC(C(=O)c1cn(C)c2ccccc12)c1ccccc1 (stereo not drawn)
→ 1.7	-2.8	4	6	-18	1	1.6	0	-0.3
NNC(=O)Cn1c(-c2ccccn2)nc2ccccc21
→ i	-6.9	2	8	-18	-8	0.8	6	0.0
Nc1ncnc(Sc2ccc(Cl)cc2)c1[N+](=O)[O-]
→ -0.4	1.0	0	-8	2	1	-0.8	-5	0.5
Cc1nnsc1C(=O)N/N=C/c1ccc(OC(F)(F)F)cc1
→ 0.8	-0.7	6	3	x	-3	-0.9	1	0.3
Cc1ccc(OCCC(=O)OCC(=O)c2c(N)n(C)c(=O)n(C)c2=O)cc1
→ 0.7	1.4	-5	1	2	-5	-0.5	x	-4.2
COc1ccc2c(C)c(CC(=O)N3CCN(C(=O)C4COc5ccccc5O4)CC3)c(=O)oc2c1 (stereo not drawn)
→ -0.2	1.0	3	5	-16	-3	1.7	-3	-3.0
CC(=C\C(=O)O)/C(=C/c1ccccc1)C(=O)O
→ -3.1	x	-2	0	1	-10	-0.8	2	-0.1
COCCCNC(=O)CCCn1c(=O)c2ccccc2n(Cc2cccc([N+](=O)[O-])c2)c1=O
→ -0.3	0.7	2	-1	-13	-6	-1.2	-4	-1.3
N=c1c(C(=O)NCc2ccc(F)cc2)cc2c(=O)n3ccccc3nc2n1Cc1cccnc1
→ -0.7	x	-7	-3	2	-23	-0.5	-1	-21
Cc1ccc2cc(CCNC(=O)c3ccc(S(=O)(=O)N4CCOCC4)cc3)c(=O)[nH]c2c1
→ -0.3	0.9	1	4	4	-1	-1.4	1	1.1
O=C(COC(=O)c1ccc(O)cc1O)NC12CC3CC(CC(C3)C1)C2
→ i	0.0	9	6	3	2	0.2	x	0.2
CCC(=O)N1CCC(NC(=O)Nc2ccc(OC(F)(F)F)cc2)CC1
→ i	1.6	4	0	-11	-1	-1.8	x	0.2
Cc1nnc(SCC(=O)NC(=O)NCc2ccco2)s1
→ 0.1	-0.1	11	-11	13	1	-0.4	3	0.0
CC(C)N(CCc1ccncc1)C(=S)Nc1cccc(Cl)c1
→ i	2.5	2	0	-5	-2	-0.6	5	0.1
O=C(CCNC(=O)c1ccccc1Cl)Nc1nccs1
→ -0.3	x	x	-2	-22	-1	0.4	3	-0.1
C/C(=N\NC(=O)COc1cccc(Cl)c1)c1ccc2c(c1)OCCO2
→ -0.2	x	7	9	x	2	1.3	2	-0.9
CCc1nc2ccc(C(=O)Nc3cccc(OC)c3)cn2c1N(C)CCCc1ccccc1
→ -0.4	0.6	4	28	x	-1	x	x	-0.1
CCN(c1ccccc1)S(=O)(=O)c1ccc(C(=O)NCC(c2ccccc2OC)N2CCCC2)cc1 (stereo not drawn)
→ i	0.3	-3	7	11	-1	-1.7	x	-1.7
COC(=O)c1sccc1NC(=S)N(C)C1CCCCC1
→ i	3.0	0	21	-8	-5	1.5	-3	0.6
COc1ccc2c(c1)[nH]c1c(=O)n(Cc3ccncc3)cnc12
→ -0.4	0.7	-3	3	-8	1	-0.8	-3	0.1

As entered above:
BoNT-A LC inh2 with O=C(Cc1cccs1)N(CC1CCCO1)C1(C(=O)NC2CCCC2)CCCCC1 (stereo not drawn) reads -0.4
Vc quorum ag with COc1ccc(CCNC(=O)c2cc3c(=O)n4cccc(C)c4nc3n(CCCN3CCOCC3)c2=N)cc1 reads 6.7

Quoted at random: 2 compounds from above
Every second line gives: Vc quorum ag	TcdB inh	PrPC TRFRET	Yp Topo-I inh	PriA SSB inh	Anthrax LF prot	PfHsp40 rescue	3CLpro inhibitor	BoNT-A LC inh2
NNC(=O)Cn1c(-c2ccccn2)nc2ccccc21
→ i	-6.9	2	8	-18	-8	0.8	6	0.0
Nc1ncnc(Sc2ccc(Cl)cc2)c1[N+](=O)[O-]
→ -0.4	1.0	0	-8	2	1	-0.8	-5	0.5
